# M1 antag – antagonists of rat M1 muscarinic receptor. Muscarinic acetylcholine receptor M1 (Rattus norvegicus), P08482. B-score at 10 µM. CHO-M1 cells, Fluo-4 calcium, ACh EC80 antagonist mode; hits give low values. 3.4% of 64,000 active;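 active = calcium fluorescence response, raw or row-and-column corrected B-score, differing from the plate sample mean either way at a set confidence level, mostly lower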
# Target sequence (P08482 whole entry, looked up): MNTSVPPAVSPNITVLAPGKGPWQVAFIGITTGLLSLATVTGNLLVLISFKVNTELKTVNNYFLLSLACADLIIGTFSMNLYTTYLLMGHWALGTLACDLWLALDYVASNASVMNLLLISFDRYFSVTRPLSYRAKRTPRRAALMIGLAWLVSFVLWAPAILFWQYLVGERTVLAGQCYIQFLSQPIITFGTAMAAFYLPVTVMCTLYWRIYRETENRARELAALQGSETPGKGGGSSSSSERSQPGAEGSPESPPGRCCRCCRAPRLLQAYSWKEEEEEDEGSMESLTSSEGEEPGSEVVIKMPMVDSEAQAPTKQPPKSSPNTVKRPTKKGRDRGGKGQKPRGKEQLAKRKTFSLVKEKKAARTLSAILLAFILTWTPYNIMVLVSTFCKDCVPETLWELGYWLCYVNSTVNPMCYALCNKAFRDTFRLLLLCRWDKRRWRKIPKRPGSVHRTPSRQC
# TNAP act DEA – human TNAP enzyme activators, primary screen, biochemical, luminescent, intermediate phosphate acceptor level | purified TNAP, CDP-star luminescence, 100 mM DEA, 30 min; hits give high values; scale: 0 levamisole-inhibited, 1 vehicle-only enzyme | activation factor at 20 µM | 64,000 tested, under 10 active;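 active = activation factor of at least 2 at 20 µM, relative to controls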
# M1 ag – M1 muscarinic receptor agonists, primary screen, CHO-M1 cells, Fluo-4 calcium, agonist mode; B-score at 10 µM; Muscarinic acetylcholine receptor M1; Fluo-4 calcium fluorescence; hits give high values; 3% of 64,000 active;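 active = fluorescence rise, raw or as B-score row- and column-corrected plate score, outside the 99.7% band of its plate's samples, either direction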
# E coli RNAP – E. coli RNAP inhibitors, biochemical; DNA-directed RNA polymerase subunit beta (Escherichia coli (strain K12)), P0A8V2; E. coli RNA polymerase, fluorescence transcription assay; inhibition, %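 (tested at 10 µM)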; 0.2% of 62,000 active; AID 559, 2006; in the data active = inhibition above about 20%;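 note: 0% = enzyme without compound and 100% = no enzyme blank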
# Jurkat tox 60K – cytotoxicity toward Jurkat T cells, primary screen, cytotoxicity control, cell-based, Jurkat E6.1, 60K MLSMR library; 1.2% of 56,000 active; AID 463, 2006; inhibition, % at 4 µM; Jurkat E6.1 viability, ATP luminescence, 48 h;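 active = inhibition above the mean inhibition of all tested compounds plus 3 SD, cut at about 28% in these data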
# S1P3 ag – human S1P3 receptor agonists, primary screen, cell-based, primary and confirmation, NFAT-BLA reporter. Sphingosine 1-phosphate receptor 3 (Homo sapiens), Q99500. S1P3 NFAT-BLA reporter cells, agonism, FRET ratio; relative to 1 µM S1P, basal subtracted. activation, % at 4.5 µM. 0.1% of 60,000 active. AID 373, 2006;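 active = activation above the screen-wide mean plus 3 SD, cut at about 4.5% in these data, passing the limit was not always enough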; note: some compounds called inactive have numbers as strong as hits
#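 Assay system: CHO cells stably expressing human S1P3, Gα16 and NFAT-β-lactamase reporter. Timing: overnight plating, 4 h compound 37 °C, 2 h substrate RT. Signal: β-lactamase FRET emission ratio 460/535 nm. Measure: percent activation versus median 1 µM S1P response, basal-subtracted, per plate. Repeats: primary screen single test, confirmation screen in triplicate.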
# D1 mod – D1 CRE-luciferase signal change, two-sided – cell-based, HEK293 D1, dopamine EC30, D1 allosteric modulator project, primary screen | D(1A) dopamine receptor (Homo sapiens), P21728 | dopamine EC30 potentiation; actives deviate in either direction | B-score at 10 µM | 5.9% of 58,000 active | AID 641, 2007;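 active = luminescence count or its row- and column-corrected plate score outside the 99.7% band of the plate's sample wells, on either side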
# HEK293 NFkB inh – inhibitors of PMA/ionomycin-induced NF-kB reporter, primary screen, antigen receptor NF-kB inhibitor project, cell-based, HEK-293 luciferase reporter, luminescence. HEK-293 NF-kB luciferase reporter. AID 465, 2006. 0.21% of 62,000 active. inhibition, % at 3 µM;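 active = inhibition above the mean of all tested compounds plus 3 SD, cut at about 40% in these data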;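 note: 0% = stimulated DMSO wells and 100% = 10 µM reference inhibitor 5653914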
#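 Timing: 1 h pretreatment, 16 h stimulation, 37 °C; system: HEK-293 cells with stable firefly luciferase reporter driven by four HIV NF-kB elements; doses: 3 µM once, 0.30% DMSO; measured by: luciferase luminescence; control set: DMSO and 10 µM reference inhibitor; repeats: single test; reagent: PMA plus ionomycin mix as NF-kB-activating stimulus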
# S1P1 ag pot – S1P1 agonists and agonism potentiators, primary screen, cell-based, primary and confirmation screens, CRE-bla reporter; Sphingosine 1-phosphate receptor 1 (Homo sapiens), P21453; S1P1 CRE-bla cells, forskolin, beta-lactamase FRET, potentiator mode; S1P1 agonist co-added at EC20, 2 nM; 100% = saturating reference agonist, 0% = basal; activation, % at 9.5 µM; 0.57% of 56,000 active; AID 449, 2006;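 active = activation above a cutoff set at the mean activation of all tested compounds plus 3 SD, cut at about 54% in these data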;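 note: forskolin at 4 µM as EC80 and the EC20 agonist is SEW2871; 100% = SEW2871 at its EC100 plus forskolin at EC80; some compounds past the cut are filed as inactive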
# Target sequence (P21453 whole entry, looked up): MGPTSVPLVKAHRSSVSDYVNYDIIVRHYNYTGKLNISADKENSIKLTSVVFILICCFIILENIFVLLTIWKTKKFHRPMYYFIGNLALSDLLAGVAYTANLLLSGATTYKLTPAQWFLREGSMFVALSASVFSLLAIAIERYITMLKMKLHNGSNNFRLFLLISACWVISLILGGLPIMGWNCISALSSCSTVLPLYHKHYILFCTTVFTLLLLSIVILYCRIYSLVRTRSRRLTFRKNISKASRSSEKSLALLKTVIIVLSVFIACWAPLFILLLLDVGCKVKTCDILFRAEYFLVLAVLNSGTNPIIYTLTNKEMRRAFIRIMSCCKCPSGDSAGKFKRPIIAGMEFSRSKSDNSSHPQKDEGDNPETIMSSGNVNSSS
# Starred values were filed as active, the others as inactive; nt = not tested or not shown.
compound,M1 antag,TNAP act DEA,M1 ag,E coli RNAP,Jurkat tox 60K,S1P3 ag,D1 mod,HEK293 NFkB inh,S1P1 ag pot
Cc1cc(C)n(-c2nc3c(c(=O)[nH]c(=O)n3C)n2CC(C)C)n1,-0.15,0.9,-0.71,nt,2,-0.2,nt,9,9
O=C(CSc1nnc(Cc2cccs2)n1C1CCCCC1)N1CCCc2ccccc21,-2.2*,1,3*,3,12,-0.2,-0.09,14,30
CCC(=O)Nc1ccc(NC(=O)c2ccccc2Cl)nc1,-0.15,0.9,-0.057,6,-2,-0.1,0.34,13,-5
CC(NC(=O)C1CCCCC1)C(c1cccs1)N1CCOCC1 (configuration not stated),0.16,0.9,0.06,-3,9,-0.4,nt,10,-11
CCOC(=O)C(CC)Sc1ncnc2c1nnn2-c1ccc(F)cc1 (configuration not stated),0.28,0.9,-0.072,10,-3,-0.8,-0.71,-4,-4
CCOC(=O)C1CCCN(C(=O)c2cn(CC(C)C)c(=O)c3cc(OC)c(OC)cc23)C1 (configuration not stated),0.12,1,1.6,4,nt,nt,0.39,27,nt
COc1ccc2ccccc2c1C1CC(=O)N2CN(Cc3ccco3)CSC2=C1C#N (configuration not stated),0.32,1,1.6,12,0,0.6,-0.15,-22,23
C=CCn1c(SCCN2CCOCC2)nc2c1c(=O)[nH]c(=O)n2C,-0.039,0.9,-0.62,6,0,-0.6,0.11,-4,-16
COc1ccc(-c2cn3cccnc3n2)cc1NC(=O)C1CC1,0.45,1,0.0052,-2,nt,nt,2.6,-5,nt
CSc1ccccc1C(=O)NCCSC(C)(C)C,0.45,0.9,0.88,nt,-4,0.4,-0.7,12,-7
CCOC(=O)c1cc2c(=O)n3ccccc3nc2n(CC2CCCO2)c1=NC(C)=O (configuration not stated),-0.22,0.9,0.007,-62,nt,nt,1.1,4,nt
CCOc1ccccc1-c1nc(-c2ccc(C)nc2OC)no1,-0.78*,0.9,-0.066,0,nt,nt,-0.34,-34,nt
COc1ccccc1OCC(O)Cn1nc(C)cc1C (configuration not stated),-0.37,1,-0.25,-1,-5,0.3,0.19,6,-13
CCOC(=O)c1c(N)nn(C(C)=O)c1-c1ccccc1,-0.16,0.9,-0.1,4,1,-0.2,20*,5,-23
COc1ccccc1-n1cnnc1SCC(=O)Nc1ncc(Cl)cc1Cl,0.65,0.9,-0.074,9,-3,0.5,-1.1,-10,2
CC(C)OCCCNC(=O)CCN1C(=O)COc2ccccc21,0.0058,0.9,0.63,3,-10,0.6,1.2,13,-12
CC(C)[C@H](NC(=O)NC1CCCc2ccccc21)C(=O)O (some centres not stated),0.0014,0.9,-0.84,8,-5,-0.4,0.11,6,6
CCN(CC)c1nc2ccccc2nc1C(C#N)C(=O)NCCc1ccccc1 (configuration not stated),-1,0.8,219*,11,-6,0.4,0.019,-1,-19
COc1ccccc1N1CCN(CC(O)COc2ccc(S(=O)(=O)N3CCOCC3)cc2)CC1 (configuration not stated),-0.081,0.9,-1.5,1,6,-0.1,0.032,8,5
COC(=O)Cc1ccc(NC(=O)c2cccs2)cc1,0.67,1,0.35,-3,6,-1.3,-0.81,-2,14

# Profiles from above:
# Listed for CC(C)OCCCNC(=O)CCN1C(=O)COc2ccccc21 : M1 antag: 0.0058; TNAP act DEA: 0.9; M1 ag: 0.63; E coli RNAP: 3; Jurkat tox 60K: -10; S1P3 ag: 0.6; D1 mod: 1.2; HEK293 NFkB inh: 13; S1P1 ag pot: -12
# Listed for COc1ccc2ccccc2c1C1CC(=O)N2CN(Cc3ccco3)CSC2=C1C#N (configuration not stated) : M1 antag: 0.32; TNAP act DEA: 1; M1 ag: 1.6; E coli RNAP: 12; Jurkat tox 60K: 0; S1P3 ag: 0.6; D1 mod: -0.15; HEK293 NFkB inh: -22; S1P1 ag pot: 23

# The results go on.
compound,M1 antag,TNAP act DEA,M1 ag,E coli RNAP,Jurkat tox 60K,S1P3 ag,D1 mod,HEK293 NFkB inh,S1P1 ag pot
COCC(=O)N(Cc1nc2ccccc2c(=O)[nH]1)Cc1cccs1,0.32,0.9,-0.59,5,-3,-0.5,-1.9,0,-22
[O-][n+]1onc2c1C(N1CCOCC1)CCC2N1CCOCC1 (configuration not stated),-0.03,0.9,-0.024,12,-6,0.3,0.76,4,-2
Cc1cc(C)nc(/N=C2\NC(=O)CC3C(=O)NCCN23)n1 (configuration not stated),nt,1,nt,-4,-6,0.8,nt,-8,-3
CCn1c(N)c(C(=O)N2CCOCC2)sc1=S,0.56,0.9,0.0023,6,-3,-0.8,0.12,-16,-10
O=C(Nc1ccc(S(=O)(=O)NCc2ccccc2)cc1)Nc1ccc2c(c1)OCO2,-0.12,1,0.17,9,-3,-0.9,-0.84,4,28
Cc1ccc(NC2=CC(=O)CC(c3ccco3)C2)c(N)c1 (configuration not stated),0.85,0.9,-1.2,-1,19,-1.8,0.63,13,11
Cc1cc(C)c2c(n1)nn1c(C)c(CCC(=O)NCc3ccco3)c(C)nc21,0.43,1.1,0.34,-2,-2,-0.8,-1,5,-10
Cc1ccc(NC(C(N)=O)c2c(C)[nH]c(=O)[nH]c2=O)cc1 (configuration not stated),-0.32,1,1.1,-3,-3,-0.9,0.78,3,nt
CCCCC(CC)CNS(=O)(=O)c1ccc2c(c1)CCN2C(=O)CCC(=O)O (configuration not stated),1.1,0.9,0.36,2,-1,-1.0,0.016,12,4
COc1ccc(C)cc1S(=O)(=O)NC1CCCCC1C (configuration not stated),0.28,1,-0.1,7,-6,0.3,-0.093,10,11
O=C(CSCc1ccccc1)NC1CCSC1=O (configuration not stated),0.26,0.8,0.1,4,-3,-1.1,-0.74,9,-16
N#CC1=C(N)OC2=C(C(=O)CCC2)C1c1ccccc1 (configuration not stated),-0.95,1,-0.027,5,-3,-0.3,0.089,14,-18
O=C(CN1C2=NCCCN2c2ccccc21)c1ccc(Br)s1,-1.4,0.8,-0.4,2,0,-0.1,-0.34,0,-14
COc1ccccc1C(=O)Nc1ccc2c(c1)nc(CCNC(C)=O)n2C,0.79,0.9,0.43,-10,3,-0.4,-0.22,-3,nt
CCCCCCOC(=O)C(C#N)c1nc2ccccc2nc1N1CCN(C)CC1 (configuration not stated),1.9*,0.7,5.1*,6,0,-0.2,0.13,24,2
COC(=O)C1=CN(C(C)C)C=C(C(=O)OC)C1c1cc2c(cc1Br)OCO2,-0.1,1.1,0.23,4,0,0.2,-0.088,6,-490
CCc1nc2c(sc3nc4c(cc32)COC(C)(C)C4)c(=O)n1Cc1ccco1,0,0.9,0.86,3,-6,-0.6,0.0036,12,-20
Cc1ccc2[nH]c(CCN(C)C)c(CC#N)c2c1,0.17,0.8,-0.31,18,nt,-1.3,nt,nt,-11
Cc1cccc(N2C(=O)SC(N(CC(=O)O)c3cccc(C)c3)C2=O)c1 (configuration not stated),0.65,1,-1.9,6,-3,-0.7,-0.11,6,9
O=C(Cn1cccc1C(=O)c1ccccc1)NCCN1CCCCCC1,-0.62,1,-0.084,1,-12,-1.1,0.046,-6,-1

compound,M1 antag,TNAP act DEA,M1 ag,E coli RNAP,Jurkat tox 60K,S1P3 ag,D1 mod,HEK293 NFkB inh,S1P1 ag pot
Cc1ccc2cc(CN(C(=O)c3cccnc3)C(C)C)c(=O)[nH]c2c1,1,0.9,-0.0099,7,-3,-0.6,0.14,7,3
CCOc1ccccc1-c1nc(-c2ccc(NC(=O)Cc3ccc(OC)cc3)cc2)no1,-0.4,0.9,0.51,2,5,-0.7,0.36,23,-30
Oc1ccc2ccccc2c1C=NCc1cn2ccsc2n1,0.2,0.9,0.63,6,-2,-0.4,0.089,16,-20
Cn1c(=O)c2c(nc(CN3CCN(C(=O)c4ccco4)CC3)n2CCCc2ccccc2)n(C)c1=O,-0.18,0.9,0.68,5,1,-1.4,-0.15,17,6
CC(C)(CSc1nncn1N)NS(=O)(=O)c1ccc(Cl)cc1,-0.025,1,0.26,5,-2,-0.6,0.4,4,0
CCCn1c2ccccc2c2nnc(SCC(=O)Nc3ncccn3)nc21,-0.73,0.9,-0.053,1,-3,1.4,20*,7,-31
Cc1cc(C(=O)CSC(C)c2nc3ccccc3c(=O)[nH]2)c(C)n1C (configuration not stated),0.16,0.9,-0.11,10,5,-0.8,0.68,5,-3
O=C(NCc1ccccn1)c1ccc(Br)s1,-0.75,0.9,-0.88,8,2,-0.4,1.1,5,-8
CCOC(=O)c1cc(C#N)c(SCC(=O)c2cc(C#N)c(SC)nc2C)nc1C,0.09,0.9,1.6,1,3,0.0,-0.4,-2,11
O=C1CN(C(=O)c2ccc(Br)o2)C(c2ccccc2)c2cc(Cl)ccc2N1 (configuration not stated),0.0057,1,0.32,-4,1,-0.7,1.8,3,-35
CN(Cc1nc(-c2ccncc2)no1)S(=O)(=O)c1ccc(Cl)cc1,-1.7,0.9,-0.36,-11,12,-0.2,1.3,12,5
S=c1[nH]nc(Cc2c[nH]c3ccccc23)o1,-0.06,0.9,0.13,0,10,-0.2,0.077,-2,-6
CCOC(=O)N1CCN(C(=O)c2ccc3nc(N4CCC(C)CC4)sc3c2)CC1,-1.1,0.9,0.77,4,1,0.2,nt,-4,-11
COc1ccc(N=C2SC(C(=O)O)CC(=O)N2C)cc1 (configuration not stated),-0.4,0.9,0.52,3,10,-1.5,0.28,12,-2
COc1cccc(CNn2cnnc2)c1OCc1ccc(F)cc1,0.34,1,-0.51,9,-9,0.1,-4.9*,-25,4
[O-]/[N+](=C/c1cccnc1)c1ccc(Br)cc1,-0.18,0.8,-1.2,7,-4,-0.5,-0.0026,8,nt
COC(=O)c1ccccc1NC(=O)C12CCC(C)(C(=O)O1)C2(C)C (configuration not stated),0.0076,0.9,0.16,6,-2,-0.6,nt,10,-32
COc1ccc(NC(=O)c2c(SC)nsc2SC)cc1,0.1,0.9,-0.039,-2,5,-1.6,1.1,-7,4
CC(C)CCn1c(SCC#N)nc2c(sc3ccccc32)c1=O,0.051,0.9,0.92,9,0,-1.1,0.63,28,-15
CCN(CC)c1ccc2cc(C(=O)Nc3ccccn3)c(=O)oc2c1,-4.6*,1.1,353*,-6,nt,-0.8,nt,nt,-1
CC(c1ccccc1)C1C(C#N)=C(N)OC2=C1C(=O)CCC2 (configuration not stated),-1.4,0.9,-0.024,3,-7,-0.5,-0.89,-7,-6
Cc1cc(SCC(=O)N2CCCC2)nc2ccccc12,0.23,0.9,0.02,8,3,-0.2,nt,13,-4

# High-throughput results (PubChem)
